# High-throughput results deposited in PubChem BioAssay by several laboratories.
# Glyco luc inh = increase of ERlucT glycosylation luciferase signal, primary screen, N-linked glycosylation inhibitor project, D54 ERlucT cells, luminescence, set 2; D54 ERlucT glycosylation luciferase reporter, 24 h; percent of 100 nM tunicamycin response; reporter increase, % at 12.5 µM; 360,000 tested, 0.23% active; AID 588692, 2011;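 active = mean luciferase reporter signal, scaled so untreated is 0 and the glycosylation-blocking control 100, at or above a set limit in every replicate; inconclusive = mean reaches the limit but not every replicate does; inactive = mean below the limit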;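 also: luciferase carries N-glycosylation sites so blocking glycosylation raises the light; 0% = median of neutral control wells and 100% = median of 100 nM tunicamycin wells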
# PDI inh = inhibitors of human PDI, primary screen, biochemical, turbidity, single point, plate reader | 350,000 tested, 0.052% active | AID 588391, 2011 | Protein disulfide-isomerase (Homo sapiens), P07237 | inhibition, % at 10 µM | PDI insulin aggregation turbidity, A650, 90 min;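 active = mean inhibition across replicates of 30% or more, whatever share of single replicates reach that level; inconclusive = mean inhibition below 30% while every single replicate reaches 30%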;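 also: absorbance from insulin aggregation driven by PDI reduction with DTT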
# Target sequence (P07237 whole entry, looked up): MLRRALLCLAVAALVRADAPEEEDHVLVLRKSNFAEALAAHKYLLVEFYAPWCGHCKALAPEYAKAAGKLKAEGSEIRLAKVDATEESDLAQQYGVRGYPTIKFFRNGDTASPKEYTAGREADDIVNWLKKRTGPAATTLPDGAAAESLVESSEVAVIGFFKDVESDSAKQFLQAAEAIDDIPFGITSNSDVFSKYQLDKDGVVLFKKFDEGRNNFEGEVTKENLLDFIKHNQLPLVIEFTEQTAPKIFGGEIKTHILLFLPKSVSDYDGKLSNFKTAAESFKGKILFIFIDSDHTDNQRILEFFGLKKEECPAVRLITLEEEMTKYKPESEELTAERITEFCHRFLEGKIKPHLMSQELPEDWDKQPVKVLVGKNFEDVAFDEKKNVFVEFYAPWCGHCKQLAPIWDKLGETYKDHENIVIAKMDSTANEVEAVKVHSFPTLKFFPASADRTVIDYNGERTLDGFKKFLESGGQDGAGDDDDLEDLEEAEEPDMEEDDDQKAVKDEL
# CaV13 ICDI inh = Primary screen for inhibitors of IQ motif and Ca2+-dependent inactivation inhibitor domain binding in CACNA1D, Förster resonance energy transfer in living cells, …; HEK cells, CFP/YFP FRET ICDI-IQ, plate reader, 10 min; percent FRET-ratio fall versus neutral wells; inhibition, % at 12.3 µM; 340,000 tested, 0.098% active; AID 743397;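 active = mean replicate inhibition of at least 30% and at least 1% of replicates passing that level; inconclusive = only one of the two criteria is met; inactive = neither criterion is met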;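 also: 0% = median of the neutral control wells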
# HTR2A ag = mouse Htr2a agonists via beta-arrestin recruitment, primary screen, cell-based, luminescence; 5-hydroxytryptamine receptor 2A (Mus musculus), P35363; CHO-K1 mHTR2A beta-arrestin complementation; percent of 30 µM serotonin response; activation, % at 7.6 µM; 360,000 tested, 0.66% active; AID 624169, 2012;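 active = activation above a run cutoff, the mean activation of all tested compounds plus 3 SD, cut at about 14% in these data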;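 also: 0% = plate median of compound wells and 100% = 30 µM serotonin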
# Target sequence (P35363 whole entry, looked up): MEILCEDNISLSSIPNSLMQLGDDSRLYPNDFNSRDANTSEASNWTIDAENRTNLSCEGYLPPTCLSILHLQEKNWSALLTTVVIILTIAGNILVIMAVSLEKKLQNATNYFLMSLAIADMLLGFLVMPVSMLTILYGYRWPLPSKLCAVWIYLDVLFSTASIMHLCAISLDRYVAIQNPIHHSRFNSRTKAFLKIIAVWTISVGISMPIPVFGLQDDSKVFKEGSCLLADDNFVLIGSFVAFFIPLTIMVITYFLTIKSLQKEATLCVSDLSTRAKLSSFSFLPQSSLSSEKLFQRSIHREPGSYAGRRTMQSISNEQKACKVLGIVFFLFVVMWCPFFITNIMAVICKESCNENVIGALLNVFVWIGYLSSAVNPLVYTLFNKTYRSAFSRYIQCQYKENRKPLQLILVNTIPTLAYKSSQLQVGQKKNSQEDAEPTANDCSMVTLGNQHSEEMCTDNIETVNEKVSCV
# iPSC survival up = enhancers of single-cell hiPSC survival, primary screen, ATPlite luminescence. 100% = ROCK inhibitor wells, 0% = DMSO. survival enhancement, % at 20 µM. 360,000 tested, 0.044% active; in the data active = survival enhancement above about 18%;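 also: cells exposed to compounds for 16 hours before the ATP read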
# H9c2 protect = cardioprotection against H2O2-induced cell death, primary screen, uHTS, H9c2 cells, ATPLite luminescence | protection from H2O2 cell death, % at 20 µM | H9c2 cardiomyocytes, H2O2 injury protection, 2 h | 360,000 tested, 0.63% active;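 active = compounds giving at least 50% protection of heart cells from peroxide-induced death in the single-dose screen, raw or plate-pattern-corrected value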;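 also: 0% = DMSO wells with peroxide and 100% = DMSO wells without peroxide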
# aDG glyco up = activators of alpha-DG glycosylation, primary screen, uHTS, Pro5-aDG cells, AlphaScreen; alpha-DG glycosylation AlphaScreen (IIH6); 0% Pro5, 100% B10-LARGE cell signal; activation, % at 10 µM; 360,000 tested, 0.22% active; AID 624168, 2012;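 active = activation of at least 8% versus controls, or a plate z-score of at least 8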;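 also: Pro5 are CHO cells carrying HIG-tagged alpha-DG that lacks glycosylation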
# ABCB6 inh MLPCN = ABCB6 transporter inhibitors, primary screen, K562-ABCB6 cells, flow cytometry, MLPCN library; ATP-binding cassette sub-family B member 6 (Homo sapiens), Q9NP58; K562-ABCB6 porphyrin accumulation, 1 h; active compounds read low; fluorescence ratio to DMSO, % at 10 µM; 360,000 tested, 0.19% active;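 active = fluorescence ratio to DMSO below 75%, the collection mean minus 3 SD; inconclusive = too few cells collected in the well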;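 also: signal is porphyrin accumulated inside mitochondria; 100% equals median channel fluorescence of DMSO control wells; lower ratio means ABCB6 inhibition with less porphyrin fluorescence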
# Granule exo inh = LAMP-1 surface exposure blockers, TALL-104 cells – cell-based, flow cytometry, MLPCN library, primary screen; TALL-104 LAMP-1 surface exposure; cells stimulated with thapsigargin and PMA; inhibition, % at 10 µM; 360,000 tested, 0.66% active;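 active = inhibition above about 55%, limit read from the data; inconclusive = no clear call, values can overlap the other calls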
# Vif inh = HIV Vif self-association inhibitors, primary screen, imaging, HEK293T, single point | 340,000 tested, 0.35% active | inhibition, % at 7.49 µM | HEK293T cells, Vif self-association by quenched fluorescence, 24 h; in the data active = inhibition above about 50%, passing the limit was not always enough; inconclusive = no clear call, values can overlap the other calls; inactive = below about 31%; also: some results filed as inactive read as strong as hits
# The depositor's hits bear a star; ? = inconclusive; . = not tested or not shown. Not a hit list (roughly 3.1% active in at least one column).
compound,iPSC survival up,aDG glyco up,H9c2 protect,ABCB6 inh MLPCN,Vif inh,Granule exo inh,Glyco luc inh,HTR2A ag,CaV13 ICDI inh,PDI inh
CC(c1ccco1)N(C(=O)c1ccccc1NS(=O)(=O)c1cccc([N+](=O)[O-])c1)c1ccccn1 (configuration not stated),0.8,-0.4,-6,106,1,-2,-2,-1,.,-7
CN1CCN(C2=C(NS(=O)(=O)c3cccs3)C(=O)c3ccccc3C2=O)CC1,-0.5,0.7,-12,101,-1,3,8,-2,-7,1
CCN(CC1COc2ccccc2O1)S(=O)(=O)c1ccc(C)cc1 (configuration not stated),-0.2,0.3,-17,95,-3,-4,-1,-2,-5,0
O=S(=O)(Nc1ccc(N2CCOCC2)cc1)c1ccc(F)cc1F,-0.4,-0.2,0,95,-5,-5,1,-2,-1,4
CCN(CC)c1ccc2ccc(=O)oc2c1,-0.4,0.0,5,99,-5,0,3,4,?,0
Cc1cccc(-c2c3c(=O)n(C)c(=O)n(C)c3c3cccnn23)c1,-1.3,-0.1,5,95,-5,-1,9,4,-6,-1
CCCOc1ccccc1C(=O)N(Cc1ccco1)C1CCS(=O)(=O)C1 (configuration not stated),3.3,-0.1,4,96,5,0,-1,0,-1,5
CCO/C=C1/C(=O)N(C)C(=O)c2cc(OC)ccc21,4.8,-0.1,20,113,.,-1,2,-6,.,0
Cc1ccc2c(c1)N(C(=O)CCC(=O)N1CCCCC1)CCO2,-1.8,0.0,1,103,.,-2,0,-4,-9,.
CC(=O)c1ccc(NC(=O)C(C)OC(=O)c2ccc3c(c2)nc(C)n3-c2ccccc2)cc1 (configuration not stated),0.2,0.0,-9,99,4,-7,-1,0,-20,-11
O=C(CSc1ccc(C(F)(F)F)cc1[N+](=O)[O-])N1CCOCC1,-0.7,-0.1,0,99,1,-4,-2,0,-22,12
O=[N+]([O-])c1ccc2nc(NCCCO)nc(-c3ccccc3)c2c1,0.0,0.2,5,103,-6,11,5,-4,-5,4
O=C(Nc1cccc([N+](=O)[O-])c1)C12CC3CC(C1)CC(n1cnc([N+](=O)[O-])n1)(C3)C2,1.3,0.0,-13,96,0,-2,1,-4,-1,5
O=S(=O)(NCC(c1cccnc1)N1CCN(c2ccc(F)cc2)CC1)c1ccc(F)cc1 (configuration not stated),-2.0,-0.3,-2,95,-11,2,0,-4,3,.
COc1cccc(OC)c1C(=O)NC(=S)Nc1cc(-c2nc3ccccc3[nH]2)ccc1Cl,4.5,-0.5,32,92,1,8,24,0,-3,-1

# Other structures follow.
compound,iPSC survival up,aDG glyco up,H9c2 protect,ABCB6 inh MLPCN,Vif inh,Granule exo inh,Glyco luc inh,HTR2A ag,CaV13 ICDI inh,PDI inh
CC(C)c1nnc(NC(=O)CSc2nnc(-c3ccco3)o2)s1,1.4,-0.1,4,103,-1,-4,6,1,-3,-2
COc1ccc(C(=O)CN2CCN(c3ccc(F)cc3)CC2)cc1OC,1.5,0.0,10,92,7,0,1,7,0,-1
C[C@@H]1CN([C@H](C)CO)C(=O)c2cc(C#CC(C)(C)O)cnc2O[C@@H]1CN(C)C(=O)C1CC1,3.4,-0.2,0,112,9,4,1,-5,-6,-10
C=CCn1c(SCC(=O)Nc2ccccc2CC)nnc1-c1ccncc1,-1.1,-0.1,-2,110,-2,-2,-1,-2,-5,-4
Cc1cc(-c2ccccc2)nc(SC(C(=O)O)c2ccccc2)n1 (configuration not stated),1.8,0.1,4,96,26,-4,1,0,-6,-1
Cc1cccc(NC2SC(=O)N(CC(=O)O)C2=O)c1 (configuration not stated),-0.6,0.0,7,102,.,-2,1,3,-11,1
S=C(Nc1ccccc1)N(CCN1CCOCC1)Cc1cccc(Cl)c1,-0.3,-0.2,0,98,-7,0,1,-4,-7,6
CN(C(=O)c1cccc(Nc2ccc(-c3ccc4c(c3)OCCO4)nn2)c1)C1CCCCC1,-3.8,6.5,-22,101,-18,-3,-9,1,-5,10
Cc1ccccc1C(=O)Nc1nnc(SCC(=O)NC2CC2)s1,-0.3,-0.2,-12,103,-6,-4,-9,2,.,17
N=c1n(Cc2ccccc2)c2ccccc2n1CC(O)c1ccccc1 (configuration not stated),-3.3,2.2,-12,99,-6,1,-3,-8,-6,6
Cc1onc(-c2ccccc2)c1C(=O)c1ccccc1,-0.3,-0.3,-4,97,-3,1,1,-2,-5,-3
CC(C)c1ccc(CNC(=O)C2CC(=O)N(C3CCCCC3)C2)cc1 (configuration not stated),-0.1,0.0,-5,91,5,-1,0,2,-2,3
CC(=O)CS(=O)(=O)c1ccc(Oc2ccc(S(=O)(=O)CC(C)=O)cc2)cc1,-0.4,-0.4,-18,97,-7,0,0,5,-2,8
CS(=O)(=O)N(CC(=O)NC1CCCC1)c1ccc2c(c1)OCCO2,-1.0,-0.1,4,101,3,2,0,-1,-5,-5
O=C(Nc1nc(-c2ccncc2)cs1)c1ccc(S(=O)(=O)N2CCOCC2)cc1,0.0,-0.3,-2,95,-5,-4,-1,0,-5,-7

# Following part
compound,iPSC survival up,aDG glyco up,H9c2 protect,ABCB6 inh MLPCN,Vif inh,Granule exo inh,Glyco luc inh,HTR2A ag,CaV13 ICDI inh,PDI inh
Cc1ccc2nc(-c3ccccc3)c(Cc3ccsc3)n2c1,-0.2,0.5,.,111,.,-1,.,1,-8,.
O=C(NC1CCCC1)c1sc(=S)n2c1[nH]c(=O)c1ccccc12,-1.6,-0.1,-8,90,-14,8,0,-4,-7,-11
COCCNC(=S)N1CCC(NC(=O)c2ccco2)CC1,1.4,-0.1,1,93,17,-4,2,4,-7,-10
CC(C)c1cc(=O)n2[nH]c(SCc3ccccc3)nc2n1,-0.4,-0.1,0,108,16,4,-1,-1,-20,-5
Cc1ccc(N/N=C2\CS(=O)(=O)N(C)c3ccsc32)cc1,-1.7,0.0,4,100,-5,4,3,5,-2,-2
O=C1c2ccccc2CN2C(=O)c3ccccc3CN12,-0.4,0.1,-1,100,-3,20,-1,1,.,15
O=C(COc1ccccc1)Nc1nnc(S(=O)(=O)N2CCCCC2)s1,-0.5,0.2,0,93,-8,-2,3,3,-5,5
CCOC(=O)CN1CC23C=CC(O2)C(C(=O)Nc2ccc4c(c2)OCO4)C3C1=O (configuration not stated),0.1,0.0,4,95,-4,-1,1,-3,-4,.
CCOCC(=O)Nc1nnc(C)s1,2.2,0.0,-1,98,-4,3,0,-3,-4,4
COc1ccc(C(c2c(O)ccc3ccccc23)N2CCOCC2)c(OC)c1 (configuration not stated),-2.1,0.7,-3,97,2,-6,0,-4,-3,7
NC1=NS(=O)(=O)NC1c1ccc(F)cc1 (configuration not stated),1.2,-0.1,-5,98,-1,0,-2,-3,-4,8
CNc1nn(-c2cccc(Cl)c2)nc1N,0.3,-0.4,-12,139,-12,-5,0,0,-7,14
O=C(COC(=O)Cc1cccc(F)c1)NC(=O)NC1CCCCC1,-0.5,0.0,-2,90,-12,5,1,6,-6,-2
COc1cc([N+](=O)[O-])ccc1NC(=O)CSc1nnc(C)c(C)n1,-0.3,-0.1,-12,99,-14,-4,1,-1,-2,2
COc1ccc(NC(=O)c2ccc(COc3ccccc3)o2)c(OC)c1,0.0,-0.1,0,100,1,-3,-1,-3,-5,5

# Remaining list, next part:
compound,iPSC survival up,aDG glyco up,H9c2 protect,ABCB6 inh MLPCN,Vif inh,Granule exo inh,Glyco luc inh,HTR2A ag,CaV13 ICDI inh,PDI inh
O=C(NNC(=S)NCc1ccccc1)c1cccc([N+](=O)[O-])c1,-0.6,0.5,-4,91,1,1,1,4,-5,4
Cc1ccc(S(=O)(=O)N2CCC(=O)N([C@H](COCc3ccccc3)Cc3ccccc3)CC2)cc1,0.2,0.0,.,100,.,-6,.,1,-7,.
Cc1c(C(=O)O)sc(S(=O)(=O)N2CCN(C(=O)Cc3ccc(Cl)cc3)CC2)c1C(=O)O,-0.3,-0.2,0,100,7,4,2,-3,-2,0
CC[C@H](C)[C@@H](C(=O)N1CCNCC1)n1cc([C@@H](N)CO)nn1,-0.7,-0.1,-1,104,-4,0,3,-5,-10,-2
COc1ccc(Cl)cc1S(=O)(=O)N1CCN(C(=O)c2ccco2)CC1,4.2,0.0,0,96,21,-1,-2,8,-5,-6
CC(C)(C)c1ccc(OCCC(=O)OCC(=O)N2c3ccccc3NC(=O)C2(C)C)cc1,-0.3,0.1,-14,95,-1,10,0,-1,-6,1
Cc1nnn(C23CC4CC(CC(CC(=O)Nc5ccc(C)c(C)c5)(C4)C2)C3)n1,3.0,0.3,0,98,-1,5,-1,-4,-5,4
Cc1ccccc1C(=O)N1CCC2CC1c1cc(Cl)ccc12 (configuration not stated),0.1,0.1,3,100,-8,0,1,-7,-6,-1
Cc1cc(C)cc(NC(=O)c2nnn(Cc3cc(C)ccc3C)c2N)c1,0.3,0.1,-26,94,-10,1,-2,3,.,.
Fc1ccc2c(c1)/C(=N/Nc1ccccn1)CCS2,-0.2,-0.1,-6,97,5,3,1,-5,-19,-9
O=C(Cc1ccccc1)NCCCN1CCN(CCCNC(=O)Cc2ccccc2)CC1,-0.5,4.5,2,102,-3,-1,2,-4,-4,1

# In the list so far, these contain an aryl thioether with sulfur outside any ring.
compound,iPSC survival up,aDG glyco up,H9c2 protect,ABCB6 inh MLPCN,Vif inh,Granule exo inh,Glyco luc inh,HTR2A ag,CaV13 ICDI inh,PDI inh
O=C(CSc1ccc(C(F)(F)F)cc1[N+](=O)[O-])N1CCOCC1,-0.7,-0.1,0,99,1,-4,-2,0,-22,12
CC(C)c1nnc(NC(=O)CSc2nnc(-c3ccco3)o2)s1,1.4,-0.1,4,103,-1,-4,6,1,-3,-2
C=CCn1c(SCC(=O)Nc2ccccc2CC)nnc1-c1ccncc1,-1.1,-0.1,-2,110,-2,-2,-1,-2,-5,-4
Cc1cc(-c2ccccc2)nc(SC(C(=O)O)c2ccccc2)n1 (configuration not stated),1.8,0.1,4,96,26,-4,1,0,-6,-1
Cc1ccccc1C(=O)Nc1nnc(SCC(=O)NC2CC2)s1,-0.3,-0.2,-12,103,-6,-4,-9,2,.,17
CC(C)c1cc(=O)n2[nH]c(SCc3ccccc3)nc2n1,-0.4,-0.1,0,108,16,4,-1,-1,-20,-5
COc1cc([N+](=O)[O-])ccc1NC(=O)CSc1nnc(C)c(C)n1,-0.3,-0.1,-12,99,-14,-4,1,-1,-2,2
